TRPC4 PAM: allosteric potentiators of mouse TRPC4 channel | HEK293 TRPC4beta/mu-opioid, DAMGO EC20, Fluo-4 Ca2+ flux; active compounds read high | B-score at 10 µM | 310,000 compounds, 0.42% hits | AID 2227;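 active means B-score of calcium response area above 5 SD of library B-scores, with initial fluorescence ratio within 5 SD of library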;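 further: B-score of integrated fluorescence ratio over time as area under calcium response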
KLF5 inh: kruppel-like factor 5 inhibition; DLD-1 KLF5 promoter-luciferase reporter, luminescence; inhibition, % at 5 µM; 290,000 compounds, 0.23% hits; AID 1700;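 active means inhibition above a per-plate limit of that plate's mean compound inhibition plus 3 SD, cut at about 60% in these data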;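 further: 0% = DMSO wells and 100% = LY294002 at 200 µM; higher means less KLF5 promoter-driven luciferase light; inactives centre near -14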
SKKanGAS inh: SKKanGAS growth inhibition; S. pyogenes SKKanGAS, kanamycin growth, BacTiter-Glo, 6 h; inhibition, % at 7.5 µM; 300,000 compounds, 1.3% hits; AID 1662;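 active means mean replicate score, as percent of positive control median, at least 50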;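 further: strain carries kanamycin resistance gene driven by streptokinase promoter and grows in 40 µg/ml kanamycin; loss of luminescence reflects streptokinase promoter inhibition or plain growth inhibition; 0% = median of DMSO wells and 100% = positive control at its reference dose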
TRPC6 act: activates the mouse TRPC6 cation channel. HEK293-TRPC6 membrane potential dye fluorescence; active compounds read high. B-score at 10 µM. 310,000 compounds, 0.13% hits;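 active means B-score of the integrated fluorescence ratio above library mean plus 3 SD, and starting fluorescence ratio within library mean plus 5 SD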;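 further: higher score means more depolarization so channel activation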
Target sequence (Q61143 whole entry, looked up): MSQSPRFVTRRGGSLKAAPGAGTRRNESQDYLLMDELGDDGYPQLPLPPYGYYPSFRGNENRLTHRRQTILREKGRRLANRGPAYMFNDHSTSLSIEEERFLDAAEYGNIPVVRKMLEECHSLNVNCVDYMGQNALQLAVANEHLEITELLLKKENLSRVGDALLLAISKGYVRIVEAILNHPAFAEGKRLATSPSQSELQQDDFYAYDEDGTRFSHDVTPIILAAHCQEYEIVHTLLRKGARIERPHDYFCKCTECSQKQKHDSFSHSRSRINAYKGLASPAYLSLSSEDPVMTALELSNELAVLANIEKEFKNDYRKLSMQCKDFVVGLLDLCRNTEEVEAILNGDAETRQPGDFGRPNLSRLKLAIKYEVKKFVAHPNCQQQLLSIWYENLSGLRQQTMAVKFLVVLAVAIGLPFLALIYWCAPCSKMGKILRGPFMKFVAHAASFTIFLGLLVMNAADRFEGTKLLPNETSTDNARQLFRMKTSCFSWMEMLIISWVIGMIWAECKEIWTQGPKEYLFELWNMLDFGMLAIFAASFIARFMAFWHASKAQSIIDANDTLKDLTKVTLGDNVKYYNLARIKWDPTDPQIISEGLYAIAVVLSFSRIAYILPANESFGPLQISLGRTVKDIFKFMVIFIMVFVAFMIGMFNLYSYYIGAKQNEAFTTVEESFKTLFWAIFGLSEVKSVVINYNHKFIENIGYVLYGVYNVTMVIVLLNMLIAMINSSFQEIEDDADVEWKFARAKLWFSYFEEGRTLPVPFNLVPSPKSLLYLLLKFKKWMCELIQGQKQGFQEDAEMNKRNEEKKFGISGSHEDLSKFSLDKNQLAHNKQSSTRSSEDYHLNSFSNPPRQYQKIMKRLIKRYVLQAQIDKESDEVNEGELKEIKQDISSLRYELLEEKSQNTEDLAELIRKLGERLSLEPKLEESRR
TRPC4 block: inhibitors of mouse TRPC4 channel | 300,000 compounds, 0.39% hits | HEK293 TRPC4beta/mu-opioid, DAMGO-evoked Fluo4 calcium flux; active compounds read low | B-score at 10 µM | Q9QUQ5 | AID 2247;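 active means B-score over 3 SD under the library average, no early fluorescence shift, positive overall ratio signal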
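System: stable TRPC4beta/mu-opioid receptor HEK293 cells; Dosing: single-point compound dosing; Measured by: Fluo4 Ca2+ flux fluorescence; Read-out basis: per-well B score of integrated baseline-normalized Fluo4 ratio.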
IEC-6 tox: kills IEC-6 intestinal cells in KLF5 counter-screen; IEC-6 cytotoxicity, luminescence viability; inhibition, % at 5 µM; 290,000 compounds, 0.78% hits; AID 1825; in the data active means inhibition above about 22%;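 further: 0% = plate median of test compound wells and 100% = cytotoxic reference compound wells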
TRPC6 inh: blocks the mouse TRPC6 cation channel. AID 2553. 310,000 compounds, 1.1% hits. HEK293-TRPC6, membrane potential dye, ACh-evoked depolarization; active compounds read low. Q61143. B-score at 10 µM;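 active means B-score under library mean minus 3 SD, initial fluorescence not abnormally high, positive integrated signal ratio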;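 further: B-score derived from integrated fluorescence ratio over the kinetic read; more negative B-score means stronger inhibition of depolarization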
HIF act: HIF pathway transcriptional activation; U2OS HRE-luciferase reporter, luminescence; normalized: DMSO 0%, desferrioxamine 100%; activation, % at 7.5 µM (by protocol); 300,000 compounds, 0.32% hits; AID 1910;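 active means mean activation of at least 10% of the iron chelator positive control signal, with at least half of replicates also reaching 10%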
MrgX1 antagonist: antagonists of human MrgX1 receptor; Q96LB2; MRGX1-HEK293 calcium flux, Fluo-4, BAM8-22 antagonism; active compounds read low; B-score at 10 µM; 310,000 compounds, 1.3% hits; AID 588676;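 active means calcium-response B-score plate-corrected more than 3 library SD below zero, starting fluorescence within 5 deviations, no agonist response on first addition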;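 further: peak minus trough fluorescence over baseline after final BAM8-22 challenge near maximal dose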
TRPC4 agonist: activators of mouse TRPC4 channel; Q9QUQ5; HEK293 TRPC4beta/mu-opioid, Fluo4 calcium fluorescence; active compounds read high; B-score at 10 µM; 310,000 compounds, 0.49% hits; AID 2237;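 active means B-score above 5 SD of library B-scores, and initial fluorescence ratio not above library mean plus 5 SD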;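 further: positive B-score marks a calcium rise read as TRPC4 activation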
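System: HEK293 cells stably co-expressing mouse TRPC4beta and mu-opioid receptor; Schedule: Fluo4 dye loading 45 min at room temperature, 110 s recording; Detection: Fluo4 fluorescence, kinetic; Evaluation: B-scored integrated calcium fluorescence ratio; Controls: buffer (low) and maximal DAMGO (high).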
aSyn 5UTR inh: 5' untranslated region of α-synuclein, MLPCN primary screen; alpha-synuclein 5'UTR reporter, inhibitor activity; inhibition, % (tested at 7.5 µM); 300,000 compounds, 0.82% hits; in the data active means inhibition above about 60%;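 further: H4 neuroglioblastoma cells stably carrying SNCA 5'UTR luciferase fusion; 0% = DMSO wells and 100% = positive control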
* = called active by the depositor; i = inactive; · = no result given; & = joins results of further samples.

SMILES | TRPC4 PAM | KLF5 inh | SKKanGAS inh | TRPC6 act | TRPC4 block | IEC-6 tox | TRPC6 inh | HIF act | MrgX1 antagonist | TRPC4 agonist | aSyn 5UTR inh
CCC(=O)n1nc(-c2cccnc2)nc1NCc1cccs1 | i | -45 | 0 | i | i | -1 | i | -0.4 | i | i | 14
CCc1ccc(/C=C2\Oc3c(ccc(O)c3CN3CCN(CCO)CC3)C2=O)cc1 | i | 13 | 8 | i | i | 2 | i | 0.3 | i | i | -15
COc1cc(CN2CCCCC2)ccc1OCc1ccccc1 | i | -34 | -20 | i | i | -3 | i | 1.9 | i | i | -65
CN1CCN(S(=O)(=O)c2ccc(N)cc2)CC1 | i | -22 | -1 | i | i | -4 | i | · | i | i | 5
COc1ccc(NC(=O)c2ccccc2NC(=O)COc2ccccc2)cc1 | i | -1 | 0 | i | i | -4 | i | 0.4 | i | i | -29
COc1cccc(-c2nc3n(n2)C(c2cccs2)C(C(=O)Nc2cccnc2)=C(C)N3)c1 (stereo unspecified) | i | -3 | -2 | i | i | 0 | i | -0.2 | i | i | -11
CCCCCCCC(=O)N1c2ccccc2NC(=O)C1CC(=O)Nc1ccc(C(=O)O)cc1 (stereo unspecified) | i | 19 | 9 | i | i | -4 | i | 0.0 | i | i | 3
CCCCCC(=O)N1CCN(CCN=CC2=C(O)CC(c3ccc(OC)cc3)CC2=O)CC1 (stereo unspecified) | i | -31 | -1 | i | i | -2 | i | -1.6 | i | i | 18
CCc1nc(NCc2ccc3c(c2)OCO3)c2oc3ccccc3c2n1 | i | -1 | 17 | i | i | 11 | i | 0.3 | i | i | -29
C=CCNC(=O)c1onc(CSc2ccncc2)c1C(=O)NCC=C | i | · | -4 | i | i | · | i | -0.4 | i | i | 28
N#Cc1c(SCC(N)=O)nsc1SCc1ccccc1Cl | i | -13 | 12 | i | i | 6 | i | -0.4 | i | i | 0
Cc1ccc(SCC(=O)Nc2ccc(N3CCN(C)CC3)c(F)c2)c(C)c1 | i | -44 | 25 | i | i | 0 | -7.1* | 0.3 | i | i | -36

Reformatted: entries from further up.
molecule	TRPC4 PAM	KLF5 inh	SKKanGAS inh	TRPC6 act	TRPC4 block	IEC-6 tox	TRPC6 inh	HIF act	MrgX1 antagonist	TRPC4 agonist	aSyn 5UTR inh
CCC(=O)n1nc(-c2cccnc2)nc1NCc1cccs1	i	-45	0	i	i	-1	i	-0.4	i	i	14
CCc1ccc(/C=C2\Oc3c(ccc(O)c3CN3CCN(CCO)CC3)C2=O)cc1	i	13	8	i	i	2	i	0.3	i	i	-15
COc1cc(CN2CCCCC2)ccc1OCc1ccccc1	i	-34	-20	i	i	-3	i	1.9	i	i	-65

(next part)
SMILES | TRPC4 PAM | KLF5 inh | SKKanGAS inh | TRPC6 act | TRPC4 block | IEC-6 tox | TRPC6 inh | HIF act | MrgX1 antagonist | TRPC4 agonist | aSyn 5UTR inh
CCN1CCN(C(c2cccs2)C(C)NS(=O)(=O)c2ccccc2)CC1 (stereo unspecified) | i | -21 | -5 | i | i | -4 | i | -0.2 | i | i | -26
Cc1ccc(-c2nnn(CC(=O)N(Cc3cccs3)C(C(=O)NC(C)(C)C)c3ccco3)n2)o1 (stereo unspecified) | i | -15 | -8 | i | i | -2 | i | -0.1 | i | i | 12
N#Cc1c(N2C(=O)Nc3ccccc3N2O)sc2c1CCCC2 | i | -3 | -2 | i | i | 4 | i | 0.1 | i | i | 23
Cc1cc(SCC(=O)O)nc2ccccc12 | i | -32&-34 | -2&-5 | i | i | -1&3 | i | -0.2&-0.2 | i | i | 4
N[C@@H](Cc1ccc(O)cc1)c1nnc([C@H](CO)NC(=O)C2CCNCC2)o1 | i | -12 | 2 | i | i | -3 | i | -0.2 | i | i | -7
CC1CCCC(C(=O)O)N1C(=O)CCSC(=O)c1ccccc1 (stereo unspecified) | i | 7 | 2 | i | i | 1 | i | -0.4 | i | i | 18
Cc1ccc(C(=O)COC(=O)c2cc(=O)[nH]c3ccccc23)cc1C | i | -42 | -1 | i | i | -1 | i | 0.4 | i | i | -23
CCCCN(CCCC)Cc1ccc(C(=O)NNC(=O)Nc2ccc(Cl)cc2)o1 | i | -7 | 2 | i | i | 0 | i | 1.1 | i | i | 11
O=C(CN1CCN(C(=O)c2ccco2)CC1)NCc1ccc(Cl)cc1 | i | -12 | -5 | i | i | -2 | i | 0.9 | i | i | 10
c1ccc(CSc2ncccn2)cc1 | i | -26 | -3 | i | i | 3 | i | · | i | i | 7
CC1CCCC(C)N1CCCNC(=O)CN1C(=O)c2cccnc2Oc2ccc(Cl)cc21 (stereo unspecified) | i | -21 | -1 | i | i | -1 | i | 1.2 | i | i | 8
CCC(C)NC(=O)c1ccccc1NC(=O)Nc1ccccc1 (stereo unspecified) | i | -13 | -5 | i | i | 6 | i | -1.9 | i | i | -12
COc1cc(NC(=O)CC(C)C)ccc1NC(=O)c1ccco1 | i | -160 | -7 | i | i | 7 | i | 2.1 | -5.2* | i | -119
COCCN(C(=O)/C=C/c1ccccc1)c1nnc(-c2cccnc2)s1 | i | -11 | 2 | i | i | -4 | i | -0.4 | i | i | -5
Nc1ccc2nn(-c3ccc(F)cc3)nc2c1 | i | -180 | 6 | i | i | 2 | i | -1.3 | i | i | -108
COc1ccccc1C(=O)Nc1ccccc1C(=O)Nc1ccccc1 | i | · | 0 | i | i | · | i | -0.4 | i | i | 0
CCOc1ccccc1CNc1ccc(O)cc1 | i | -1 | 9 | i | i | 0 | i | 0.9 | · | i | 4
O=C(O)CCSc1nnc(CNc2ccc(Cl)cc2)n1Cc1ccccc1 | i | 2 | -3 | i | i | -2 | i | 1.2 | i | i | -10
O=C(Nc1nnc(C2CC2)s1)C1CCCCN1S(=O)(=O)c1ccccc1 (stereo unspecified) | i | -2 | 2 | i | i | -1 | i | -0.9 | i | i | -1
CN1CCN(C(=O)c2ccc(F)c(F)c2)CC1 | i | 5 | -4 | i | i | 4 | i | -0.1 | i | i | -11
O=c1oc(-c2ccccc2)nc2ccsc12 | i | -14 | -2 | i | i | 4 | i | 2.3 | i | i | 12
CCc1ccc(NC(=S)NC2CCN(Cc3ccccc3)CC2)cc1 | i | -7 | -2 | i | i | 8 | i | -0.3 | i | i | 15
CC(=O)NCCC(=O)Nc1nc(-c2ccc3c(c2)OCCO3)cs1 | i | -50 | -16 | i | i | 9 | i | 1.3 | i | i | -35
O=C(C[C@H]1C(=O)N(C2CCCCC2)C[C@@H]1Cc1ccccc1)Nc1ccccc1 | i | 8 | 7 | i | i | 4 | i | 0.5 | i | i | 9
COc1ccc(OC)c(-c2csc(NC(=O)Cc3ccc(OC)c(OC)c3)n2)c1 | i | -14 | 2 | i | i | -2 | i | -0.1 | i | i | -5
COc1ccc(Oc2nccc(-c3ccc(F)cc3)c2C#N)cc1 | i | -34 | 0 | i | i | -1 | i | 1.4 | i | i | -82
CCOC(=O)Cn1c(C)cc(COC)c(C#N)c1=O | i | -35 | · | i | i | -3 | i | -0.6 | i | i | 11
COC(=O)c1cnn(-c2ccccc2)c1N | i | -14 | 3 | i | i | 1 | i | -0.4 | i | i | 8
Nc1c(Cl)cc(-c2csc(N3CCCC3c3nc4cc(Cl)c(N5CCCCC5)cc4n3CCOCCO)n2)cc1Cl (stereo unspecified) | i | · | 20 | i | i | · | i | -0.5 | i | i | -20
CCN(CC)C(=O)C(=O)c1cccn1-c1c(Cl)cccc1C#N | i | -8 | -1 | i | i | 2 | i | -0.1 | i | i | 20
Cn1c(=O)cc(SCC(=O)NCCC2=CCCCC2)c2cc(Cl)ccc21 | i | 9 | 1 | i | i | 4 | i | 0.4 | i | i | 6
COc1ccc(Cl)cc1NC(=S)NCCC(c1ccccc1)c1ccccc1 | i | 6 | 4 | i | i | -6 | i | 0.0 | i | i | 10
Cc1ccc(N(CC(=O)NCc2ccco2)C(=O)CCC(=O)Nc2nccs2)cc1C | i | -13 | -1 | i | i | -3 | i | -1.1 | i | i | 15
Cc1ccc(-n2ncc3c2CC(C)(C)CC3NC(=O)CCn2cncn2)cc1 (stereo unspecified) | i | -45 | -1 | i | i | 3 | i | 0.0 | i | i | -7
O=c1[nH][nH]c2cc(=O)n(-c3cccc(C(F)(F)F)c3)nc12 | i | -43 | 3 | i | i | -2 | i | -0.1 | i | i | 5
O=C1CCC(C(=O)N2CCOCC2)CN1Cc1cccc(C(F)(F)F)c1 (stereo unspecified) | i | -59 | 0 | i | i | 0 | i | -0.6 | i | i | 3

Ordered by formula weight (highest first): part of the list above
SMILES | TRPC4 PAM | KLF5 inh | SKKanGAS inh | TRPC6 act | TRPC4 block | IEC-6 tox | TRPC6 inh | HIF act | MrgX1 antagonist | TRPC4 agonist | aSyn 5UTR inh
Cc1ccc(N(CC(=O)NCc2ccco2)C(=O)CCC(=O)Nc2nccs2)cc1C | i | -13 | -1 | i | i | -3 | i | -1.1 | i | i | 15
Cn1c(=O)cc(SCC(=O)NCCC2=CCCCC2)c2cc(Cl)ccc21 | i | 9 | 1 | i | i | 4 | i | 0.4 | i | i | 6
COC(=O)c1cnn(-c2ccccc2)c1N | i | -14 | 3 | i | i | 1 | i | -0.4 | i | i | 8

More compounds.
SMILES | TRPC4 PAM | KLF5 inh | SKKanGAS inh | TRPC6 act | TRPC4 block | IEC-6 tox | TRPC6 inh | HIF act | MrgX1 antagonist | TRPC4 agonist | aSyn 5UTR inh
CCOc1ccc(S(=O)(=O)N2CCC(C(=O)OCc3ccc(OC)cc3)CC2)cc1 | i | · | -9 | i | i | · | i | 0.1 | i | i | -3
CCOc1ccccc1-n1c(SCC(N)=O)nnc1-c1cccnc1 | i | -14 | -15 | i | i | 0 | i | 0.2 | i | i | -8
CC(=O)Nc1ccc(N=Cc2nc(-c3ccc(C)cc3)oc2O)cc1 | i | -14 | -6 | i | i | 5 | i | 0.1 | i | i | -21
CC(C)(C)NC(=O)C(=O)N/N=C/c1ccc(Br)cc1 | i | -20 | -1 | i | i | -6 | i | 0.5 | i | i | -6
CCCCNC(=O)c1onc(CSc2ccc(F)c(F)c2)c1C(=O)O | i | -10 | 19 | i | i | -7 | i | 0.1 | i | i | -10
COc1ccc(/C(=N\Nc2ccccc2C(=O)O)c2ccccc2)cc1 | i | -46 | 9 | i | i | 2 | i | 0.5 | i | i | -19
O=C(CCn1c(=O)oc2ccccc21)N(Cc1ccccc1)c1ccccc1 | i | -7 | -3 | i | i | 0 | i | -0.1 | i | i | -12
CCOC(=O)c1sc(NC(=O)c2ccc(S(=O)(=O)N(C)C)cc2)nc1C | i | 8 | 0 | i | i | -1 | i | -0.4 | i | i | 4

Compound activity (PubChem)

No enrichment for hits; overall some 5.8% were active at least once.
